# Compound activity from PubChem BioAssay.
# All columns: NCI-60 one-dose screen, growth in % after 48 h at 10 µM unless noted; 100 = growth as untreated, 0 = no growth, -100 = all killed.
# SF-268: SF-268 CNS cancer cells. 82,000 compounds, 3.1% hits. AID 1794759
# SF-539: SF-539 CNS cancer; 81,000 compounds, 6.8% hits; AID 1794752
# PC-3: PC-3 prostate cancer cells; 80,000 compounds, 3.9% hits; AID 1794754
# HCC-2998: HCC-2998 colon cancer. 79,000 compounds, 4.7% hits. AID 1794799
# SNB-19: SNB-19 CNS cancer cells; 81,000 compounds, 2.5% hits; AID 1794751
# SF-295: SF-295 CNS cancer cells; AID 1794758; 79,000 compounds, 5.6% hits
# U251: U251 CNS tumor cells. 80,000 compounds, 5.4% hits. AID 1794753
# SNB-75: SNB-75 CNS cancer | 79,000 compounds, 5% hits | AID 1794750
# The depositor's hits bear a star; nt = no result given; & = joins results of further samples; [ ] = another dose, or the depositor's remark. How the source made its calls: active means growth percent below 10; inactive means the rest. Compounds were not picked by outcome (roughly 10% active in at least one column).
cpd	molecule	SF-268	SF-539	PC-3	HCC-2998	SNB-19	SF-295	U251	SNB-75
1	CC(C)OC(=O)c1ccc2[nH]c(O)c(C(=Nc3ccc(N(C)C(=O)CN4CCN(C)CC4)cc3)c3ccccc3)c2c1	-33*	-96*	9.2*	-84*	1.5*	-27*	-91*	-98*
2	Nc1ccc(C2=Nc3cccc4cccc(c34)S2)cc1	89	102	72	61	nt	73	92	71
3	CS(=O)(=O)Nc1ccc(C(=O)NC(C(=O)NO)c2ccc(-c3ccccc3)cc2)cc1 (stereo not drawn)	96	93	102	105	95	100	98	112
4	CC(O)(CCO)CCO	102	100	103	110	109	95	99	105
5	CCOC(C)C=O (stereo not drawn)	102	108	107	104	115	nt	99	104
6	C/C(=N\NC(=O)c1nc(N)n(-c2ccc(S(N)(=O)=O)cc2)n1)c1ccc(N2CCOCC2)cc1	96	95	91	100	96	101	99	79
7	O=C1C(Cl)=C(Nc2cccc(C(F)(F)F)c2)C(=O)N1c1ccc(Cl)cc1	87	65	78	96	81	100	70	70
8	Clc1cccc(Nc2ncnc3onc(-c4ccccc4)c23)c1	95	91	105	102	81	97	92	70
9	COc1cc(/C=C/c2cc(/C=C/c3cc(OC)c(OC)c(OC)c3)n(-c3ccc(OC(F)(F)F)cc3)n2)cc(OC)c1OC	84	85	75	105	100	98	87	80
10	Fc1ccc(F)c(CNc2nc(SCCN3CCOCC3)nc3c2cnn3CC(Cl)c2ccc(Br)cc2)c1 (stereo not drawn)	30	18	25	25	42	5.1*	27	56
11	Cn1cc(-c2nc(-c3c[nH]c4ncccc34)cs2)c2cc(F)ccc21	44	54	34	21	53	20	37	32
12	CCOc1ccc(C2C(C#N)=C(N)Oc3c2c(C)nn3-c2ccc(Cl)cc2)cc1 (stereo not drawn)	101	97	99	103	100	106	98	84
13	O=C1COC(c2ccccc2O)=NN1CCCl	103	95	89	93	99	nt	98	78
14	COc1cc(N=Nc2ccc(C(=O)N(C)C)cc2)c(C)cc1N=Nc1c(O)c2ccccc2[nH]c1=O	99	104	86	105	85	102	97	79
15	O=C(O)CNCc1ccccc1	100	107	100	103	115	100	44	83

# In another format: results already given.
12) CCOc1ccc(C2C(C#N)=C(N)Oc3c2c(C)nn3-c2ccc(Cl)cc2)cc1 (stereo not drawn)
  SF-268 = 101	SF-539 = 97	PC-3 = 99	HCC-2998 = 103	SNB-19 = 100	SF-295 = 106	U251 = 98	SNB-75 = 84

13) O=C1COC(c2ccccc2O)=NN1CCCl
  SF-268 = 103	SF-539 = 95	PC-3 = 89	HCC-2998 = 93	SNB-19 = 99	SF-295 = nt	U251 = 98	SNB-75 = 78

14) COc1cc(N=Nc2ccc(C(=O)N(C)C)cc2)c(C)cc1N=Nc1c(O)c2ccccc2[nH]c1=O
  SF-268 = 99	SF-539 = 104	PC-3 = 86	HCC-2998 = 105	SNB-19 = 85	SF-295 = 102	U251 = 97	SNB-75 = 79

15) O=C(O)CNCc1ccccc1
  SF-268 = 100	SF-539 = 107	PC-3 = 100	HCC-2998 = 103	SNB-19 = 115	SF-295 = 100	U251 = 44	SNB-75 = 83

# Carrying on.
cpd	molecule	SF-268	SF-539	PC-3	HCC-2998	SNB-19	SF-295	U251	SNB-75
16	Cc1nc2cc(Nc3nc(-c4ccc(Cl)cc4)nc(N4CCOCC4)n3)ccc2n1Cc1ccccc1	105	108	nt	110	99	109	88	88
17	NNS(=O)(=O)c1ccc(Cl)c(S(=O)(=O)NN)c1	106	99	101	106	112	93	103	112
18	N#Cc1c(-c2ccc(F)cc2)cc(-c2ccc(Br)s2)[nH]c1=O	105	108	103	114	102	96	105	90
19	CCCCCOC(=O)N1CCCCC1CC (stereo not drawn)	107	114	112	98	124	98	108	105
20	COc1cc2c(cc1[N+](=O)[O-])-c1ccccc1C2	94	98	105	110	91	138	94	96
21	CCCCOC(=O)c1cccc(C(=O)OCCCC)n1	108	106	95	124	104	99	107	97
22	N#CC1C=C(c2ccc(Cl)cc2)N(c2cccc3cccc(N4C(=O)C(C#N)C=C4c4ccc(Cl)cc4)c23)C1=O (stereo not drawn)	103	107	91	95	102	102	98	93
23	Cc1cc(C)c(/C=N/Nc2nc3c([nH]2)c(=O)n(C)c(=O)n3C)c(C)c1	100&97	101&94	98&93	111&98	104&105	99&107	125&101	97&101
24	CN(C)CCNC(=O)c1ccc(-c2nc3ccc4[nH]ncc4c3c3c2COCC3)cc1	-16*	-53*	0.4*	-21*	6.9*	3.4*	5.4*	-30*
25	COc1ccc2[nH]c(O)c(N=NC(=O)c3ccc(NS(C)(=O)=O)cc3)c2c1	101	104	105	104	108	101	98	103
26	O=C1c2ccccc2C(=O)N1Cc1cccc(I)c1	96	96	99	129	nt	93	104	93
27	CC(=O)c1c(C)nc(SCC(=O)Nc2ccc([N+](=O)[O-])cc2)n1-c1ccc(Cl)cc1	82	90	48	95	90	80	83	69
28	Cn1cc(-c2csc(-c3cn(CCCN4CCCCC4)c4ccc(Br)cc34)n2)c2cccnc21	46	-73*	-8.7*	86	-45*	32	-81*	64
29	COc1ccc(N2C(=O)CSC2=S)cc1	93	98	91	110	94	108	99	78
30	O=C1Nc2ccccc2C12N=C(NO)c1ccccc1N2 (stereo not drawn)	98	100	74	100	98	105	100	81
31	COc1ccc(-c2ccc3c(C)nc4oc(-c5cc(OC)c(OC)c(OC)c5)nc4c3n2)cc1	81	55	78	80	102	99	99	50
32	Cc1ccc(N=C(Cl)/C=C/c2ccccc2)cc1	94	101	87	104	93	94	104	95
33	C=CCc1cc(-c2nc(N)nc(N)n2)cc(C)c1O	101	98	93	100	100	102	96	121
34	O=C(/C=C/c1ccc(N2CCCCC2)cc1)c1cc2ccccc2oc1=O	86	97	77	116	89	104	91	57
35	Cc1cc2c(cc1C)NC1(S(=O)(=O)O)C(=Nc3ccccc31)N2 (stereo not drawn)	97	102	99	110	100	107	99	82
36	O=C(CN1CCN(c2ccccc2F)CC1)Nc1ccc(C(F)(F)F)cc1[N+](=O)[O-]	113	102	109	133	115	94	102	107
37	Cc1ncc(CO)c(C(=O)O)c1O	94	97	89	95	107	100	99	93
38	N#CC1(c2ccccc2)OC(C(=O)c2ccccc2)CC1Br (stereo not drawn)	111	112	85	105	107	96	94	114
39	OC(c1ccccc1)(c1ccccc1)C(F)(F)C(F)(F)C(F)(F)F	98	97	101	94	105	106	101	111
40	Cc1ccc2c(c1)C(N1CCCC1=O)CCN2Cc1ccc(Cl)cc1 (stereo not drawn)	84	99	60	94	81	75	88	92
41	COc1c(NC[C@H]2OC(O)(CO)[C@@H](O)[C@@H]2O)c(=O)c1=O (stereo partly drawn)	95	99	90	91	97	93	91	106
42	Cc1cccc(-c2nc(Nc3ccccc3C(=O)O)c3ccccc3n2)c1	38	48	29	27	21	27	27	55
43	COc1ccc(C2=NNC(c3ccc(Oc4ccc(Br)cc4)cc3)C2)cc1OC (stereo not drawn)	102	100	96	113	96	108	111	100
44	S=C(NCCNC(=S)[S][Sn]([c]1ccccc1)([c]1ccccc1)[c]1ccccc1)[S][Sn]([c]1ccccc1)([c]1ccccc1)[c]1ccccc1	-91*	-82*	-82*	-82*	-93*	-84*	-100*	-61*
45	COc1cc2c(=O)n(C3CCCCC3)c3c4cc[nH]c4ncc3c2cc1OC	39	37	72	102	57	56	61	nt

# Profiles from above.
# Profile of O=C(CN1CCN(c2ccccc2F)CC1)Nc1ccc(C(F)(F)F)cc1[N+](=O)[O-] = SF-268: 113; SF-539: 102; PC-3: 109; HCC-2998: 133; SNB-19: 115; SF-295: 94; U251: 102; SNB-75: 107
# Profile of N#CC1(c2ccccc2)OC(C(=O)c2ccccc2)CC1Br (stereo not drawn) = SF-268: 111; SF-539: 112; PC-3: 85; HCC-2998: 105; SNB-19: 107; SF-295: 96; U251: 94; SNB-75: 114
# Profile of COc1ccc(-c2ccc3c(C)nc4oc(-c5cc(OC)c(OC)c(OC)c5)nc4c3n2)cc1 = SF-268: 81; SF-539: 55; PC-3: 78; HCC-2998: 80; SNB-19: 102; SF-295: 99; U251: 99; SNB-75: 50

# Further compounds follow.
cpd	molecule	SF-268	SF-539	PC-3	HCC-2998	SNB-19	SF-295	U251	SNB-75
46	CCCCC/C=C/C/C=C/CCCCCCCCNC(=O)Nc1ccccc1OC	109	110	85	115	103	83	104	92
47	CC1=C(C(=O)Nc2ccc(F)cc2)C(c2ccc(Cl)cc2)n2ncnc2N1 (stereo not drawn)	99	103	91	100	104	96	97	123
48	CCN1CCN(c2nc3ccccc3c3c(=O)c4ccccc4sc23)CC1	46	48	44	57	67	25	28	45
49	Cc1cc(C)nc(SC2=C(Nc3ccc(C)c(Cl)c3)C(=O)N(Cc3ccccc3)C2=O)n1	65[30 µM]	86[30 µM]	nt	nt	78[30 µM]	-3.5*[30 µM]	69[30 µM]	59[30 µM]
50	COc1cc(-c2nc3occn3c2-c2ccnc(NCCCNS(=O)(=O)c3ccccc3)n2)ccc1F	53	79	22	69	78	46	73	102
51	NNC(=O)c1sc2nc(-c3cnccn3)cc(-c3cccs3)c2c1N	93	95	90	100	88	104	90	nt
52	CCCCN(N=C(c1ccccc1)c1ccccc1)c1ccccc1	98	112	91	94	108	85	108	102
53	Cc1ccc(/C=C/C(=O)c2cccc(OCCCOc3cccc(C(=O)/C=C/c4ccc(C)cc4)c3)c2)cc1	80	84	72	66	77	77	41	70
54	O=C1C(O)CCN1Cc1ccccc1 (stereo not drawn)	104	93	92	nt	132	101	101	83
55	COC(=O)/C=C1\S/C(=N\NC(=O)c2cc3ccc2/C=C\c2ccc(cc2)/C=C\3)N(Cc2ccccc2)C1=O	85	43	18	80	57	89	55	51
56	O=S(=O)(CCN1CCOCC1)Nc1cc(-c2ccc3ncnc(Nc4ccc(F)c(Cl)c4)c3c2)cnc1Cl	17	-35*	13	17	5.9*	2.9*	13	-21*
57	CCOC(=O)C1=C(C)NC(C)=C(C(=O)OCCOC)C1c1cccc(C#N)c1 (stereo not drawn)	99	103	97	105	103	108	99	95
58	c1ccc(CN2CCCC(c3ccccc3)=C2c2ccccc2)cc1	94	99	82	96	99	92	97	104
59	Cc1cc(=O)[nH]n1-c1cc(Cl)c(Cl)cc1N	111	112	99	nt	100	120	106	89
60	Cc1sc2c(c1C)C(c1ccc(Cl)cc1)=N[C@@H](CC(=O)NCCCCCNC(=O)COc1ccc(C3CCC(=O)NC3=O)cc1)c1nnc(C)n1-2 (stereo partly drawn)	65	23	11	-11*	24	9.9*	45	nt
61	COc1cc(-c2nnc(SCc3cccnc3)n2-c2ccc3c(c2)OCO3)cc(OC)c1OC	92	92	91	101	91	97	85	44
62	Cc1cc(OC(=O)c2ccc(OCc3ccccc3)cc2)nc2[nH]c(=O)sc12	98	97	101	109	102	95	nt	54
63	COC(=O)CC(NS(=O)(=O)/N=C1\NC(=O)NC1=C(Cl)Cl)C(=O)OC (stereo not drawn)	103	96	102	111	100	100	102	108
64	CC(=O)C1=CC[C@H]2[C@@H]3CCC4=CC(=O)C[C@]4(C)[C@H]3CC[C@]12C	108	109	96	108	106	99	100	93
65	Nc1nc(N)c(N=O)c(Nc2ccc(S(N)(=O)=O)cc2)n1	88	93	84	nt	97	109	99	83
66	COc1cccc(-c2nc(Nc3ccc(S(N)(=O)=O)cc3)c3ccccc3n2)c1	34	12	29	6.4*	50	2.4*	40	61
67	COc1ccc(-c2c(N)n[nH]c2-c2ccc(Cl)cc2O)cc1	88	93	76	46	98	87	84	72
68	Nc1ccc(SCc2cc3cc(Cl)ccc3[nH]c2=O)cc1	53	60	53	52	72	31	78	74
69	C#CCOc1ccc(/C=C2/SC(=S)NC2=O)cc1OC	94	94	102	103	103	99	97	76
70	COC(=O)c1nc(-c2ccccc2)oc1S(=O)(=O)Cc1ccccc1	93	100	92	111	96	103	94	85
71	O=C1CC(c2nc3ccccc3[nH]2)CN1Cc1ccccc1 (stereo not drawn)	95	nt	92	101	104	96	97	97
72	CCOC(=O)c1ccc(NN=NCCF)cc1	93	nt	96	126	93	91	106	108
